Bioassay records deposited in PubChem by several laboratories.
CYP2C19 act = human CYP2C19 activators, primary screen, biochemical, luminescence | activation factor at 5 µM | 96,000 tested, under 10 active | recombinant CYP2C19, luciferin-H EGE luminescence; stronger effect = higher value; 0 = fully inhibited enzyme, 1 = untreated enzyme | Cytochrome P450 2C19 (Homo sapiens), P33261;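 active = activation factor of at least 2 at 5 µM in the primary screen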;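 note: 0 = wells with 2.5 mM tranylcypromine and 1 = vehicle-only wells; values of inactives mirror those of a sister screen read the other way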
Target sequence (P33261 whole entry, looked up): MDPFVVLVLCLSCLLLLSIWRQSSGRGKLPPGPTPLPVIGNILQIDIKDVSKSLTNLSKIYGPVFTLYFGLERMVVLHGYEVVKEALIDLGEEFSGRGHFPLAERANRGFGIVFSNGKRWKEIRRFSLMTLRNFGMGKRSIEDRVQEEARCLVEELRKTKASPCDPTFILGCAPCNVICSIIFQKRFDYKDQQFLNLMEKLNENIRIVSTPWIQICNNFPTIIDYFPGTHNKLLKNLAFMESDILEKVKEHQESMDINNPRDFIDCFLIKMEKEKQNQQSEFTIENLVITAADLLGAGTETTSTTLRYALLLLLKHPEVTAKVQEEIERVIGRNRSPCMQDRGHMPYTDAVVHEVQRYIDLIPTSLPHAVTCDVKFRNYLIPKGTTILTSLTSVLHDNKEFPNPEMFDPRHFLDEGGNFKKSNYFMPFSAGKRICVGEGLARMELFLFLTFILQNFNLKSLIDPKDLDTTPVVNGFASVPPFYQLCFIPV
CYP2C9 inh = blockers of cytochrome P450 2C9 activity – biochemical, luminescence, ADME assay, primary screen | inhibition, % at 5 µM | 20% of 96,000 active | P11712 | CYP2C9 Supersomes, luciferin-H conversion;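 active = blocking of liver enzyme CYP2C9 beyond about 50% at 5 µM, limit read from the data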; note: values of inactives mirror those of a sister screen read the other way
CYP2C9 activ = human CYP2C9 activators, primary screen, biochemical, luminescence; Cytochrome P450 2C9 (Homo sapiens), P11712; recombinant CYP2C9, luciferin-H conversion; stronger effect = higher value; factor 1 = untreated enzyme, 0 = blocked; activation factor at 5 µM; 1.4% of 96,000 active;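 active = activation factor of 2 or more for CYP2C9 at a 5 µM dose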;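 note: 0 = sulfaphenazole-blocked wells and 1 = vehicle-only wells; values of inactives mirror those of a sister screen read the other way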
TNFa cytotox = cytotoxicity in TNFa-stimulated HUVEC, primary screen, cytotoxicity control for VCAM1 expression modulator project, imaging, Hoechst nuclei count. HUVEC TNFalpha-stimulated, Hoechst cell count. cell count reduction, % at 2 µM. 0.17% of 93,000 active;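 active = cell count reduction exceeding the screen mean by over 5 SD, scaled to untreated wells per plate, cut at about 78% in these data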;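 note: cells counted after 24 h of TNF alpha exposure following the 1 h pretreatment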
CYP2C19 inh = blockers of cytochrome P450 2C19 activity – biochemical, luminescence, ADME assay, primary screen; P33261; CYP2C19 Supersomes, luciferin-H EGE luminescence, 30 min; inhibition, % at 5 µM; 21% of 96,000 active; AID 778, 2007;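 active = CYP2C19 inhibition above a set limit at 5 µM in the primary screen, cut at about 50% in these data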;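 note: plate controls were negative control wells for no effect and 2.5 mM tranylcypromine positive control for full effect; values of inactives mirror those of a sister screen read the other way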
Candida biofilm = clotrimazole potentiators killing Candida biofilms, primary screen, with clotrimazole, Alamar Blue | C. albicans biofilm + clotrimazole | 0.14% of 85,000 active | inhibition, % at 6 µM;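 active = inhibition above 20%; inactive = inhibition below 20%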;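 note: preformed 24 hr biofilms exposed to compound for 48 hr; 0% = biofilm without compound and 100% = blank killed by clotrimazole plus chlorhexidine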
IL1B cytotox = cytotoxicity in IL-1B stimulated HUVEC, primary screen, cytotoxicity control for IL-1B NFkB translocation project, imaging, Hoechst nuclear count, IL-1B stimulus. HUVEC cell count loss. cell count reduction, % at 2 µM. 0.41% of 94,000 active. AID 845, 2007;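 active = cell count reduction more than 3 SD above the screen-wide mean, cut at about 70% in these data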;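 note: normalized per plate to untreated control cells as the no-loss baseline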
VCAM1 TNFa inh = inhibitors of TNFa-induced VCAM1 expression, primary screen, imaging, HUVEC, TNFa stimulus, immunofluorescence | inhibition, % at 2 µM | AID 802, 2007 | 0.48% of 95,000 active | HUVEC TNFa-induced VCAM-1 immunofluorescence, high-content imaging;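 active = inhibition above the batch mean plus 3 SD, with images confirmed as a hit by eye, cut at about 37% in these data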;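 note: 0% = TNF-stimulated DMSO wells and 100% = unstimulated control wells; not every result past the cut was called active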
hDAT+cocaine = changed hDAT dopamine uptake under cocaine IC80, either direction, primary screen, cocaine antagonist project, cell-based, LLC-PK1 hDAT, [14C]-dopamine uptake, MLSMR; Sodium-dependent dopamine transporter (Homo sapiens), Q01959; 1.3% of 110,000 active; AID 449768, 2010; B-score at 10 µM; LLC-PK1 hDAT cells, [14C]-dopamine uptake with cocaine IC80; actives deviate in either direction;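 active = Z score or B-score, a plate-position-corrected score, falls beyond the plate's 99.7% confidence bounds, in either direction; inactive = both scores lie inside the 99.7% bounds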;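 note: scored against the spread of the other compound wells on the same plate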
Target sequence (Q01959 whole entry, looked up): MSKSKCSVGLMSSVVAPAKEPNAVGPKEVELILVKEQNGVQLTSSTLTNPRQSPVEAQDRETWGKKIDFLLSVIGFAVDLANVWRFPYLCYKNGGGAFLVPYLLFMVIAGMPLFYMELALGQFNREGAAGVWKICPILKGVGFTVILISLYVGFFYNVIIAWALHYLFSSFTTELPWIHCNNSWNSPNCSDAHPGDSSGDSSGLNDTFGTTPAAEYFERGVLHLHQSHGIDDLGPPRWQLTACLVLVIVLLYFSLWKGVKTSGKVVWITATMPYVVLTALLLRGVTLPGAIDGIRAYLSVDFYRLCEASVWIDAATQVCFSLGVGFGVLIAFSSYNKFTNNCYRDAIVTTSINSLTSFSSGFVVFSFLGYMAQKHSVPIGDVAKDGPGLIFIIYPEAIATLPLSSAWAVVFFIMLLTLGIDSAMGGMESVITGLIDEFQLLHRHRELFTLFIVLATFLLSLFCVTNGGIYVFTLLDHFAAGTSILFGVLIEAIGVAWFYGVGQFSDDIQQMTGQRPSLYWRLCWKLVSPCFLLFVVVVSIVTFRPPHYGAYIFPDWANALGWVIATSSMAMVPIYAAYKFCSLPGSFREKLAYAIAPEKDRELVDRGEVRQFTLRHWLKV
* = called active by the depositor; x = no result given.

SMILES	CYP2C19 act	CYP2C9 inh	CYP2C9 activ	TNFa cytotox	CYP2C19 inh	Candida biofilm	IL1B cytotox	VCAM1 TNFa inh	hDAT+cocaine
CCCCNC(=O)Cn1cnc2sc(C(=O)OCC)c(C)c2c1=O	1	6	0.9	-27	-3	3	-10	6	-0.92
O=C(O)c1cc(S(=O)(=O)N2CCCCCC2)ccc1Cl	1.1	-15	1.1	-8	-13	10	-23	-14	-0.85
COc1cccc(OC)c1C(=O)NN1CCCCC1	1	-13	1.1	-6	-4	x	-30	0	-0.62
CN1CCN(c2ccc([N+](=O)[O-])c(-n3nc(-c4ccccc4)c4ccccc4c3=O)c2)CC1	0.8	45	0.5	-4	20	x	-27	-4	0.3
CCCC(=O)N1CCCC(c2nc(-c3cccs3)no2)C1 (stereo unspecified)	0.9	18	0.8	3	6	14	-25	-5	-0.39
Cc1ccc2c(c1)nnn2C1CCN(CC(=O)NCCc2ccccc2)CC1	0.5	35	0.6	-45	52*	8	-11	-4	1.3
O=S(=O)(c1ccc(Br)cc1)n1ccc2ccccc21	0.3	-2	1	-5	66*	1	9	-4	0.16
CC1(C)Cc2c(sc3c2c(=O)n(Cc2ccccc2)c2nncn32)CO1	0.9	12	0.9	x	13	10	x	x	x
CCOc1ccc(N=c2scc(-c3ccccc3)n2CCO)cc1	0.3	48	0.5	-6	68*	0	-16	7	0.75
Cc1cc(NC(=O)COC(=O)CCC(=O)c2ccc(F)cc2)no1	0.9	16	0.8	x	8	x	x	x	-0.32
CC(C)c1ccc(/C=N/n2nnnc2Nc2ccccc2)cc1	1.1	24	0.8	-6	-14	3	0	2	-0.96
Cc1c(C)c2ccc(OCC(=O)N(C)C)c(C)c2oc1=O	0.7	-9	1.1	-35	25	7	-12	26	0.14
O=C(Nc1nccs1)C1CC(=O)N(c2ccccc2Cl)C1 (stereo unspecified)	1	3	1	-11	4	1	10	2	-0.27
O=C(O)CCCNC(=O)OCc1ccccc1	1	0	1	-2	-5	3	-18	-2	-1.1
Cc1ccc(-c2ccc(/C=N/NC(=S)Nc3ccccc3)o2)cc1[N+](=O)[O-]	0.3	53*	0.5	-29	65*	x	-30	13	1.2
CCOC(=O)c1c(NC(=S)NC(=O)c2ccco2)sc2c1CCCC2	1	0	1	-15	-3	x	-28	-11	0.11
COc1cc(C(Nc2ccccn2)c2ccc3ccc(C)nc3c2O)cc(OC)c1O (stereo unspecified)	0.9	12	0.9	16	11	4	6	-3	1.5
CN1C(=O)NC(c2ccccc2)C2=C1CN(c1cccc(C(F)(F)F)c1)C2=O (stereo unspecified)	1.1	8	0.9	x	-5	3	x	x	1.2
Cc1onc(-c2c(F)cccc2Cl)c1C(=O)NCCc1ccc(S(N)(=O)=O)cc1	0.7	-7	1.1	-20	28	4	-12	-1	-0.53
NC(=O)C1CCN(C2CC(=O)N(c3ccc(F)c(Cl)c3)C2=O)CC1 (stereo unspecified)	1	8	0.9	18	-3	6	-9	1	-0.99
O=C(Nc1cccnc1Cl)c1ccc(S(=O)(=O)N2CCCCCC2)cc1	1.1	27	0.7	-31	-8	x	1	5	x
COCc1[nH]nc2c1C(c1ccc(OC)c(OC)c1)C(C#N)=C(N)O2 (stereo unspecified)	1	-6	1.1	8	-1	4	7	-6	0.77
Cc1cc(C(=O)NCc2ccccc2Br)no1	0.3	-12	1.1	-4	70*	6	28	23	0.28
Cc1ccc(-c2nc3cc(Cl)ccc3o2)cc1	0.7	36	0.6	-25	26	3	11	-4	-0.017
COc1ccccc1NC(=O)N1CCCC1C(=O)NCc1ccc(F)cc1 (stereo unspecified)	0.7	-46	1.5	x	28	-7	8	x	0.64
COC(=O)c1[nH]c(C)c(/C(O)=C2\C(=O)C(=O)N(CCN(C)C)C2c2ccc(OC)cc2)c1C (stereo unspecified)	1	-6	1.1	x	5	5	x	x	x
COc1ccc(CCNC(=O)CCC(=O)N2CCN(S(=O)(=O)c3ccccc3)CC2)cc1OC	0.6	33	0.7	-16	44	0	-14	8	-0.57
COc1ccccc1C(=O)NCCc1nc2ccccc2n1C	0	-13	1.1	x	97*	6	x	x	-0.13
O=C(c1ccc(Cl)cc1)c1ccc(CN2C(=O)c3ccccc3C2=O)o1	0.9	46	0.5	15	11	-3	9	-22	-0.63
CCCCNC(=O)C1=C(N)C(C(=O)Nc2ccc(C)c(S(=O)(=O)N3CCCCC3)c2)SC1=Nc1ccc(C)cc1C (stereo unspecified)	0.9	79*	0.2	-10	13	x	-1	-8	x
CC(=O)N(C)c1nc(-c2ccc(Cl)cc2)cs1	1.2	-8	1.1	9	-16	7	7	-12	-0.8
Cn1c(CNc2ccc(Cl)cc2)nnc1SCc1ccccc1	0.7	57*	0.4	-19	34	3	-21	-18	0.28
O=C(c1cc2nc(-c3ccco3)cc(C(F)(F)F)n2n1)N1CCN(c2ccc(F)cc2)CC1	0.2	64*	0.4	-39	81*	7	-5	8	0.29
O=C1CC(Sc2nnc(-c3ccccc3O)o2)C(=O)N1c1ccccc1 (stereo unspecified)	0.8	5	1	x	18	3	x	x	x
COc1cc(C(=O)NCCC(=O)NCc2ccc3c(c2)OCO3)cc(OC)c1OC	1.2	4	1	-9	-16	4	7	-27	-1.1
Cc1ccccc1NC(=O)C1C2CCCC1C2c1ccccc1 (stereo unspecified)	0.6	16	0.8	-1	37	x	14	-11	0.052
COCCCNC(=O)Nc1ccc2c(c1)N(C)C(=O)CS2	1	-7	1.1	-18	-2	0	9	8	0.81
O=C(NCCc1c[nH]c2ccccc12)c1c(Cl)nc2sccn12	0.7	8	0.9	-87	34	7	-34	-42	0.016
CN1CC=C2C(C#N)=C(N)C(C#N)(C#N)[C@H](c3ccoc3)[C@H]2C1	0.6	8	0.9	6	38	5	-6	-4	0.11
C=CCc1cc(Cl)ccc1OCCN(C)C	0.9	-1	1	-4	14	x	85*	-29	-1
Nc1cccc2c1C(=O)N(C(=O)c1cccc(S(=O)(=O)N3CCCCCC3)c1)C2=O	1	4	1	-25	0	x	-5	4	1.5
Cc1nc2ccccc2c2c1C(=O)N(C1CCCCCCC1)C2=O	0.9	15	0.9	-1	12	9	1	10	-1
CC1CCN(c2nncc3ccccc23)CC1	0.8	23	0.8	2	19	5	14	-8	1.5
O=C(O/N=C1/CCSc2ccccc21)c1ccc(F)cc1	1	1	1	-6	-2	x	4	5	0.067
CCCC(c1nnnn1CCOC)N(Cc1cc2cc(C)c(C)cc2[nH]c1=O)CC1CCCO1 (stereo unspecified)	0.9	14	0.9	-6	10	1	-4	7	x
Clc1ccc(SCc2cc(-c3ccccc3)no2)cc1	0.7	4	1	-18	35	x	-32	-10	-0.38
COCCOC(=O)c1cc(C(=O)c2cc(F)ccc2O)coc1=N	x	x	x	-13	x	5	14	0	-0.92
O=C1c2ccccc2C(=O)N1CCSc1n[nH]c(=S)s1	0.9	82*	0.2	1	6	-1	-4	-8	x
COc1ccc(Cn2nnnc2C(c2cc(OC)ccc2OC)N2CCC(C(N)=O)CC2)cc1 (stereo unspecified)	0.6	4	1	46	38	4	7	8	-0.79
COc1ccccc1CNC(=O)C1CC(c2ccc([N+](=O)[O-])cc2)=NO1 (stereo unspecified)	0.7	-25	1.2	-3	32	x	-5	-7	-0.045
CC(C)C(C)NC(=O)COc1ccc(-c2ccccc2)cc1 (stereo unspecified)	0.8	87*	0.1	-7	18	8	-15	5	-1.3
COCCn1c(SCc2nnc(-c3ccc(OC)c(OC)c3)o2)nc2sc3c(c2c1=O)CCC3	x	x	x	10	x	5	12	-5	x
Cc1ccc(NC(=O)N2C(=O)C3(OCCO3)c3ccccc32)cc1	0.4	-4	1	-13	60*	5	-3	-10	-0.78
CC(=O)Nc1nc2ccccc2n1CCOc1ccccc1	0.7	-24	1.2	10	28	9	-12	7	-0.092
Cc1cccc(-c2nc(C#N)c(N3CCCCCC3)o2)c1	0.8	12	0.9	-24	22	0	-10	-1	-0.032
COc1ccc(NC2C=CS(=O)(=O)C2)cc1 (stereo unspecified)	1.1	-24	1.2	-3	-12	4	-59	-3	-0.57
CSc1cc(C)nc(NC(C)=O)n1	1	-1	1	-2	-2	5	-12	-20	-0.1
N#CC(c1ccc(Cl)nn1)c1ccccc1Cl (stereo unspecified)	0.7	7	0.9	-10	32	5	-12	20	0.12
Cc1[nH]c2ccccc2c(=O)c1CN1CCCCC1	1.1	-4	1	-5	-8	x	6	10	-0.095
Cc1nc2c(-c3ccccc3)c(C)nn2c(N)c1-c1ccccc1	x	x	x	-8	x	0	-14	0	1.4

Structures shown so far containing a nitro group on carbon (three):
SMILES	CYP2C19 act	CYP2C9 inh	CYP2C9 activ	TNFa cytotox	CYP2C19 inh	Candida biofilm	IL1B cytotox	VCAM1 TNFa inh	hDAT+cocaine
CN1CCN(c2ccc([N+](=O)[O-])c(-n3nc(-c4ccccc4)c4ccccc4c3=O)c2)CC1	0.8	45	0.5	-4	20	x	-27	-4	0.3
Cc1ccc(-c2ccc(/C=N/NC(=S)Nc3ccccc3)o2)cc1[N+](=O)[O-]	0.3	53*	0.5	-29	65*	x	-30	13	1.2
COc1ccccc1CNC(=O)C1CC(c2ccc([N+](=O)[O-])cc2)=NO1 (stereo unspecified)	0.7	-25	1.2	-3	32	x	-5	-7	-0.045

Next records:
SMILES	CYP2C19 act	CYP2C9 inh	CYP2C9 activ	TNFa cytotox	CYP2C19 inh	Candida biofilm	IL1B cytotox	VCAM1 TNFa inh	hDAT+cocaine
CC1=C(C(=O)OCc2ccccc2)C(c2ccccn2)c2c(n(C)c(=O)n(C)c2=O)N1 (stereo unspecified)	0.7	48	0.5	-19	31	2	-16	16	0.56
CC(C)CCNC(=O)c1ccc2c(c1)N(Cc1ccccc1)C(=O)CS2=O (stereo unspecified)	0.9	50*	0.5	x	13	12	x	x	1.1
Cc1nn(-c2ccccc2)c(Cl)c1/C=C1\SC(=S)NC1=O	1	76*	0.2	-27	4	1	-29	-10	-4.4*
Cc1ccc(-n2nc3c(c2NC(=O)CCC2CCCCC2)CS(=O)C3)cc1 (stereo unspecified)	0.2	12	0.9	4	80*	2	-2	2	-0.6
COC(=O)Nc1ccc(S(=O)(=O)N2CCN(c3ccc(F)cc3)CC2)cc1	1.1	-2	1	-6	-6	9	-22	8	-0.043
Cc1ccc(C(=O)Nc2cccc(Oc3ccccc3)c2)o1	0.7	35	0.7	10	30	6	-1	1	x
CCc1ccccc1N=C1SCC(=O)N1C	0.8	7	0.9	3	15	x	7	-10	1.7
CCn1c(NCc2c[nH]c3ccccc23)nc2ccccc21	x	x	x	-19	x	2	6	12	-2.2
CCN(CC)CCNc1nc(-c2ccccc2)nnc1C(F)(F)F	0.9	-8	1.1	5	12	x	-6	-9	0.001
Clc1ccc2nc(SCc3nnc(-c4ccccc4)o3)[nH]c2c1	0.1	76*	0.2	-22	86*	-1	28	-1	x
CCC1CCCCN1C(=O)Nc1cccc(NC(=O)N2CCCCC2CC)c1 (stereo unspecified)	1.1	-14	1.1	-9	-11	8	15	15	0.29
O=C(CCSCCc1ccccn1)Nc1ccc(Cl)cn1	0.8	24	0.8	-17	24	5	-15	13	0.23

Compounds as they come. Share with any hit: about 29%.
